Mdm2 MdmX PPI – human Mdm2/MdmX binding inhibition | AID 485346 | inhibition, % at 8 µM | O15151+Q00987 | hit rate 3% among 330,000 | SaOS-2 split-luciferase Mdm2/MdmX complementation, luminescence;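 active = inhibition of at least 50% at 8 µM in the primary screen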
APJ antag – APJ receptor antagonism | CHO-K1 APJ beta-arrestin complementation, luminescence | hit rate 0.32% among 330,000 | inhibition, % at 20 µM | P35414;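 active = inhibition above about 40% at 20 µM, limit read from the data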;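 note: cells challenged with 10 nM apelin-13 agonist together with compound; plate controls were apelin-13 plus DMSO wells for no effect and DMSO wells lacking apelin-13 for full effect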
Target sequence (P35414 whole entry, looked up): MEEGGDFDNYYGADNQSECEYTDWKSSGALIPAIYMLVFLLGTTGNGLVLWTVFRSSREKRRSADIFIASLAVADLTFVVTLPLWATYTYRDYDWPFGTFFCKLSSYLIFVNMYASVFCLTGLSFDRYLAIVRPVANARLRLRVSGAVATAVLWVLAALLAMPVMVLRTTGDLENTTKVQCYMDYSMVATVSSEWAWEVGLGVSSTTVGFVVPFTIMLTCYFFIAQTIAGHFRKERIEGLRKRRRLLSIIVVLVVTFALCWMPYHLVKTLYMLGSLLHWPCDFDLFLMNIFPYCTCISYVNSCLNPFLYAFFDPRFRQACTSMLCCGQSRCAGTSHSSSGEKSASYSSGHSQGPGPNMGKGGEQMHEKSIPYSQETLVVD
tim23-1 inh – growth inhibitors of tim23-1 mutant yeast. hit rate 1.3% among 330,000. S. cerevisiae tim23-1 growth, BacTiter-Glo luminescence, 24 h. AID 463212. inhibition, % at 20 µM;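 active = growth inhibition of the mutant yeast at or above 50%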;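 note: temperature-sensitive mutant grown at 25 °C; plate controls were DMSO-treated mutant yeast for no effect and medium wells lacking yeast for full effect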
697 NFkB inh – inhibitors of the PMA/ionomycin-induced NF-kB reporter in 697 B cells. 697 B-cell NF-kB luciferase reporter, 16 h. inhibition, % at 4 µM. hit rate 0.33% among 330,000. AID 435022; in the data active = inhibition above about 35%
Jurkat NFkB inh – lowers PMA/ionomycin-induced NF-kB signal in Jurkat cells. PMA/ionomycin-induced NF-kB luciferase reporter, luminescence. inhibition, % at 4 µM. hit rate 0.53% among 330,000. AID 435003; in the data active = inhibition above about 50%
CHOP UPR activ – activators of apoptotic arm of unfolded protein response (CHOP) | CHO-CHOP luciferase reporter, UPR activation, luminescence; percent of tunicamycin response over DMSO baseline | activation, % at 10 µM | hit rate 0.34% among 330,000;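 active = at 10 µM dose, activation of 40% or more, normalized to positive control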;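 note: 100% = tunicamycin at 10 µg/mL and 0% = DMSO alone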
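Evaluation: % reporter activation, DMSO baseline versus tunicamycin full activation; System: CHO-CHOP luciferase reporter cell line; Input: 500 cells/well; Incubation: 6 h compound treatment, 37 °C; Measured by: Steady-Glo luciferase luminescence; Dosing: one dose, 10 µM in 0.5% DMSO; Buffer or medium: F12 medium, 10% FBS; Benchmarks: positive tunicamycin 10 µg/mL, negative DMSO alone.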
APJ agonist – activates the human apelin receptor APJ; P35414; CHO-K1 APJ PathHunter beta-arrestin, luminescence; 0% DMSO wells, 100% apelin; activation, % at 20 µM; hit rate 0.11% among 330,000;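 active = activation more than six SD over the plate average, tested at 20 µM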;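 note: 0% = DMSO alone and 100% = apelin-13 at 10 nM; some results filed as inactive read as strong as hits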
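Assay system: CHO-K1 cells stably expressing ProLink-tagged human APJ and arrestin–beta-gal acceptor. Compound dosing: 20 µM single point, 1% DMSO. Times: 16-18 h seeding, 90 min dark compound exposure, 60 min detection. Detection: beta-gal luminescence. Evaluation: APJ–arrestin association signal. Controls: negative DMSO alone, positive Apelin-13 at 10 nM.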
UPR XBP1 act – adaptive UPR (XBP1) activation; CHO-XBP1 luciferase reporter, IRE1-XBP1 UPR activation, luminescence; percent of tunicamycin response, DMSO as zero; activation, % at 20 µM; hit rate 0.33% among 330,000;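 active = versus positive control, 20 µM dose yields 30% or more activation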;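 note: 100% = tunicamycin at 10 µg/mL and 0% = DMSO only wells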
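Assay system: IRE1-XBP1 luciferase reporter CHO line. Input: 1000 cells/well. Buffer or medium: F12 with 10% serum. Doses: 20 µM, 1% DMSO. Times: overnight seeding at 37 °C, 6 h compound treatment at 37 °C. Technique: Steady-Glo luciferase glow luminescence, 10 min after reagent addition.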
An asterisk follows results filed as active.

For Cc1ccc(N2C(=O)NC(C(F)(F)F)(C(F)(F)F)C3=C2CC(C)(C)CC3=O)cc1 the results were Mdm2 MdmX PPI 12.6, APJ antag -0.1, tim23-1 inh 7.9, 697 NFkB inh 2.7, Jurkat NFkB inh 6.4, CHOP UPR activ 0.1, APJ agonist -0.2 and UPR XBP1 act -1.4.
C[C@H](CO)N1C[C@H](C)[C@@H](CN(C)CC2CCCCC2)Oc2c(NS(=O)(=O)c3ccc(F)cc3)cccc2C1=O was read as Mdm2 MdmX PPI 4.0, APJ antag 15.9, tim23-1 inh -0.8, 697 NFkB inh 10.7, Jurkat NFkB inh -4.0, CHOP UPR activ 0.8, APJ agonist -1.1 and UPR XBP1 act -1.4.
Cc1cccc(C(=O)N2CCN=C2SCc2ccc([N+](=O)[O-])cc2)c1 was read as Mdm2 MdmX PPI -11.2, APJ antag 2.4, tim23-1 inh -0.6, 697 NFkB inh 2.3, Jurkat NFkB inh 11.2, CHOP UPR activ -1.0, APJ agonist -1.3 and UPR XBP1 act -1.5.
CC1=CC(C)(C)N2C(=O)C3(N=C(N)NC(Nc4ccccc4)=N3)c3cc(C)cc1c32 (stereo not drawn) was read as Mdm2 MdmX PPI 19.2, APJ antag 29.1, tim23-1 inh 2.4, 697 NFkB inh 10.3, Jurkat NFkB inh 31.4, CHOP UPR activ -2.6, APJ agonist -1.3 and UPR XBP1 act -3.6.
`Cc1cc(C(=O)NCC(=O)Nc2c(C)cccc2C)c2ccccc2n1` gave Mdm2 MdmX PPI 4.9, APJ antag -4.7, tim23-1 inh -11.8, 697 NFkB inh 12.0, Jurkat NFkB inh 10.8, CHOP UPR activ 1.2, APJ agonist -2.2 and UPR XBP1 act -1.2.
CCC1CCCCN1c1nc(-c2cccc(OC)c2O)nc2ccccc12 (stereo not drawn) was read as Mdm2 MdmX PPI 26.8, APJ antag 18.2, tim23-1 inh 20.6, 697 NFkB inh -4.6, Jurkat NFkB inh -14.6, CHOP UPR activ 1.4, APJ agonist -3.3 and UPR XBP1 act -1.6.
Screening Cc1ccc(C(=O)N2CCN(c3ncccn3)CC2)c(C)c1 returned Mdm2 MdmX PPI -23.6, APJ antag 25.1, tim23-1 inh 14.9, 697 NFkB inh -4.3, Jurkat NFkB inh -3.8, CHOP UPR activ 3.9, APJ agonist -0.8 and UPR XBP1 act -0.6.
Screening CC(C)(C)c1ccc(NC(=O)C2=CC=CN3CCS(=O)(=O)N=C23)cc1 returned Mdm2 MdmX PPI 2.8, APJ antag 6.7, tim23-1 inh 8.5, 697 NFkB inh -31.9, Jurkat NFkB inh -44.7, CHOP UPR activ 7.2, APJ agonist -3.5 and UPR XBP1 act 7.8.
Screening O=C1CN=C(Nc2ccccc2Cl)N1Cc1ccc2c(c1)OCO2 returned Mdm2 MdmX PPI -22.6, APJ antag -0.7, tim23-1 inh 16.6, 697 NFkB inh -2.4, Jurkat NFkB inh 0.3, CHOP UPR activ -0.7, APJ agonist -5.1 and UPR XBP1 act 1.8.
CCSC1=C(C#N)C(c2ccccc2C)CC(=O)N1 (stereo not drawn) was read as Mdm2 MdmX PPI 15.3, APJ antag 1.8, tim23-1 inh 28.6, 697 NFkB inh 8.9, Jurkat NFkB inh -7.5, CHOP UPR activ -1.2, APJ agonist -5.9 and UPR XBP1 act -3.2.
`O=C(c1ccccc1)N1CCN(C(=O)c2nn3c(C(F)(F)F)cc(-c4ccco4)nc3c2Cl)CC1` gave Mdm2 MdmX PPI 16.5, APJ antag 30.6, tim23-1 inh 18.2, 697 NFkB inh 15.2, Jurkat NFkB inh 13.7, CHOP UPR activ 1.2, APJ agonist 1.3 and UPR XBP1 act 4.9.
For O=C(CSc1ncnc2c1oc1ccccc12)Nc1cccc(Cl)c1 the results were Mdm2 MdmX PPI 11.6, APJ antag -7.8, tim23-1 inh -6.8, 697 NFkB inh -5.3, Jurkat NFkB inh -18.7, CHOP UPR activ 1.7, APJ agonist 0.5 and UPR XBP1 act 0.9.
Screening C=CCC(NCc1ccccc1)c1ccco1 (stereo not drawn) returned Mdm2 MdmX PPI -14.5, APJ antag 3.5, tim23-1 inh 1.2, 697 NFkB inh 13.0, Jurkat NFkB inh 8.1, CHOP UPR activ -0.6, APJ agonist -4.0 and UPR XBP1 act -1.1.
O=C1C2C3C=CC(CC3)C2C(=O)N1c1ccccc1 (stereo not drawn) was read as Mdm2 MdmX PPI 13.1, APJ antag 17.2, tim23-1 inh -13.8, 697 NFkB inh 5.6, Jurkat NFkB inh -11.6, CHOP UPR activ 1.0, APJ agonist 0.6 and UPR XBP1 act -3.1.
CCOC(=O)C1CCCN(C(=O)c2ccc(NS(=O)(=O)c3ccc4[nH]c(=O)[nH]c4c3)cc2)C1 (stereo not drawn) was read as Mdm2 MdmX PPI 6.9, APJ antag 7.6, tim23-1 inh 1.6, 697 NFkB inh 3.6, Jurkat NFkB inh -10.1, CHOP UPR activ 1.4, APJ agonist 2.7 and UPR XBP1 act 2.2.
Screening CCN(CC)S(=O)(=O)c1cccc(C(=O)Nc2sc3c(c2C(N)=O)CCCC3)c1 returned Mdm2 MdmX PPI 11.0, APJ antag 16.7, tim23-1 inh 4.9, 697 NFkB inh -11.8, Jurkat NFkB inh -17.0, CHOP UPR activ 0.4, APJ agonist -4.5 and UPR XBP1 act 1.2.
`CCN(CC)CCCNc1cc2n(c(=O)n1)CCc1cc(OC)c(OC)cc1-2` gave Mdm2 MdmX PPI 9.4, APJ antag 8.0, tim23-1 inh -3.3, 697 NFkB inh 10.8, Jurkat NFkB inh 1.2, CHOP UPR activ -2.2, APJ agonist -3.3 and UPR XBP1 act -0.6.
Screening O=C(NCCCn1ccnc1)c1ccccc1NS(=O)(=O)c1ccc(F)c(F)c1 returned Mdm2 MdmX PPI 23.9, APJ antag -1.3, tim23-1 inh 20.8, 697 NFkB inh 26.7, Jurkat NFkB inh 12.4, CHOP UPR activ 0.3, APJ agonist -3.5 and UPR XBP1 act -3.9.
Screening Cc1ccc(NC(=O)COC(=O)CCNS(=O)(=O)c2c(Cl)cccc2Cl)cc1 returned Mdm2 MdmX PPI 7.5, APJ antag 7.2, tim23-1 inh 10.8, 697 NFkB inh 12.5, Jurkat NFkB inh 2.1, CHOP UPR activ -0.4, APJ agonist -2.9 and UPR XBP1 act 1.7.
`COCCNc1cc(C)c(C#N)c2nc3ccccc3n12` gave Mdm2 MdmX PPI -4.2, APJ antag -7.8, tim23-1 inh 10.7, 697 NFkB inh -7.5, Jurkat NFkB inh -5.4, CHOP UPR activ -0.1, APJ agonist 2.8 and UPR XBP1 act -0.8.
`CCOC(=O)Nc1ccc([N+](=O)[O-])cc1C` gave Mdm2 MdmX PPI -6.6, APJ antag -18.8, tim23-1 inh -1.7, 697 NFkB inh 2.8, Jurkat NFkB inh 5.1, CHOP UPR activ 3.4, APJ agonist -1.1 and UPR XBP1 act 0.3.
For Cc1ccc2c(c1)C(=O)c1ccccc1CS2=O (stereo not drawn) the results were Mdm2 MdmX PPI 4.4, APJ antag 1.9, tim23-1 inh 12.1, 697 NFkB inh 26.6, Jurkat NFkB inh 5.6, CHOP UPR activ 1.5, APJ agonist -2.1 and UPR XBP1 act -1.8.
`Cc1ccc(OCCC(=O)OC(C)C(=O)Nc2c(C)n(C)n(-c3ccccc3)c2=O)cc1` (stereo not drawn) gave Mdm2 MdmX PPI 26.7, APJ antag -7.7, tim23-1 inh -5.2, 697 NFkB inh 0.4, Jurkat NFkB inh 16.7, CHOP UPR activ 0.1, APJ agonist 4.6 and UPR XBP1 act -1.1.
Screening Cc1ccc2c(c1)[C@@H]1CN(C)CC[C@@H]1N2S(=O)(=O)c1ccc(F)cc1 returned Mdm2 MdmX PPI 2.5, APJ antag 15.4, tim23-1 inh 17.4, 697 NFkB inh 22.1, Jurkat NFkB inh 14.6, CHOP UPR activ -1.7, APJ agonist -3.5 and UPR XBP1 act -2.3.
`Cc1ccc(Cn2cccc2/C=N/NC(=S)Nc2ccc(C)cc2)cc1` gave Mdm2 MdmX PPI 12.7, APJ antag 6.1, tim23-1 inh -1.0, 697 NFkB inh -4.0, Jurkat NFkB inh -16.1, CHOP UPR activ -1.0, APJ agonist -0.2 and UPR XBP1 act -2.3.
For Cc1cccc(NC(=O)CSc2nnc(CN3CCOCC3)n2C)c1C the results were Mdm2 MdmX PPI 8.9, APJ antag -3.8, tim23-1 inh 11.5, 697 NFkB inh 17.8, Jurkat NFkB inh 2.8, CHOP UPR activ -2.1, APJ agonist 0.6 and UPR XBP1 act -4.6.
For CCOc1ccc(S(=O)(=O)N2CCOCC2)cc1NC(=O)CSCc1c(C)noc1C the results were Mdm2 MdmX PPI 5.3, APJ antag -1.0, tim23-1 inh 4.1, 697 NFkB inh 9.2, Jurkat NFkB inh -0.6, CHOP UPR activ 0.4, APJ agonist 0.9 and UPR XBP1 act -4.5.
Screening CN1CCN(C(=O)c2ccc(COc3ccc(C(C)(C)C)cc3)o2)CC1 returned Mdm2 MdmX PPI 16.9, APJ antag -9.3, tim23-1 inh 10.5, 697 NFkB inh -23.4, Jurkat NFkB inh -16.1, CHOP UPR activ 3.0, APJ agonist -4.0 and UPR XBP1 act -1.3.
For CCOC(=O)c1c(NC(=O)c2cccc(N3C(=O)CCC3=O)c2)sc2c1CCN(CC)C2 the results were Mdm2 MdmX PPI 9.0, APJ antag 4.5, tim23-1 inh 12.6, 697 NFkB inh -7.2, Jurkat NFkB inh 2.9, CHOP UPR activ 0.4, APJ agonist -0.2 and UPR XBP1 act -1.9.
`N=c1sccn1CC(=O)Nc1ccc(SC(F)F)cc1` gave Mdm2 MdmX PPI -8.7, APJ antag -16.2, tim23-1 inh 20.2, 697 NFkB inh 28.9, Jurkat NFkB inh -10.9, CHOP UPR activ 0.3, APJ agonist -2.9 and UPR XBP1 act -2.5.
Screening Cc1ccc(S(=O)(=O)n2[nH]c(=O)cc2N)cc1 returned Mdm2 MdmX PPI -26.9, APJ antag 14.6, tim23-1 inh 10.5, 697 NFkB inh 3.3, Jurkat NFkB inh 18.1, CHOP UPR activ -0.3, APJ agonist 5.4 and UPR XBP1 act -3.1.
CCN(CC)S(=O)(=O)c1ccc(C(=O)NCCN(C)C)cc1 was read as Mdm2 MdmX PPI 14.3, APJ antag -2.7, tim23-1 inh 0.2, 697 NFkB inh 1.6, Jurkat NFkB inh 4.3, CHOP UPR activ 5.7, APJ agonist -0.6 and UPR XBP1 act -3.1.

Fetched by compound from the list above (3):
Screening Cc1ccc2c(c1)[C@@H]1CN(C)CC[C@@H]1N2S(=O)(=O)c1ccc(F)cc1 returned Mdm2 MdmX PPI 2.5, APJ antag 15.4, tim23-1 inh 17.4, 697 NFkB inh 22.1, Jurkat NFkB inh 14.6, CHOP UPR activ -1.7, APJ agonist -3.5 and UPR XBP1 act -2.3.
Screening Cc1ccc(S(=O)(=O)n2[nH]c(=O)cc2N)cc1 returned Mdm2 MdmX PPI -26.9, APJ antag 14.6, tim23-1 inh 10.5, 697 NFkB inh 3.3, Jurkat NFkB inh 18.1, CHOP UPR activ -0.3, APJ agonist 5.4 and UPR XBP1 act -3.1.
`Cc1ccc(Cn2cccc2/C=N/NC(=S)Nc2ccc(C)cc2)cc1` gave Mdm2 MdmX PPI 12.7, APJ antag 6.1, tim23-1 inh -1.0, 697 NFkB inh -4.0, Jurkat NFkB inh -16.1, CHOP UPR activ -1.0, APJ agonist -0.2 and UPR XBP1 act -2.3.
